Runt-CBFb FRET = blocks binding of human RUNX1 Runt domain to CBFb | Q01196+Q13951 | Cerulean-Runt/Venus-CBFb FRET ratio 530/480, 1 h | inhibition, % at 20 µM | 220,000 tested, 0.46% active | AID 1496;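 active = inhibition over about 50% at 20 µM in the single-dose screen, limit read from the data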;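 also: 0% = DMSO wells and 100% = excess unlabeled CBFb competitor control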
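Schedule: protein complex preformed 1 h, compound exposure 1 h, room temperature, dark; test system: Cerulean-labeled Runt domain protein; amount: 100 nM per protein; buffer or medium: Tris 50 mM pH 7.5, KCl, K2SO4, 0.01% BSA; read-out: loss of energy transfer signal; detection: FRET fluorescence; controls: 5 µM unlabeled CBFb as full-inhibition high control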
Thrombin inh = blocks human thrombin protease activity; P00734; alpha-thrombin, Boc-VPR-AMC fluorogenic substrate cleavage; inhibition, % at 5 µM; 220,000 tested, 0.26% active; AID 1046;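 active = inhibition at or above 40%; inactive = inhibition below 40%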;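 also: 0% = enzyme with no compound and 100% = wells without enzyme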
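Material: human alpha-thrombin enzyme / Medium: pH 7.5 Tris (50 mM) with NaCl 150 mM, Tween 20 0.05% / Compound: single-point dosing at 5 µM, 0.2% DMSO / Incubation: enzyme reaction carried out at room temperature / Detection: AMC fluorescence, 355/460 nm / Read-out basis: percent inhibition scaled between no-compound controls and no-enzyme blanks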
Hck Nef HTS = inhibitors of human Hck kinase activated by Nef. P08631. inhibition, % at 20 µM. 220,000 tested, 0.68% active. Recombinant Hck-YEEI plus Nef, Z-Lyte FRET kinase assay;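 active = Hck-Nef kinase inhibition above about 50%, limit read from the data; inactive = inhibition below that limit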;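 also: 0% = DMSO with Hck plus Nef and 100% = Hck alone without Nef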
FXIIa inh = factor XIIa (human) inhibition; AID 800; purified FXIIa, Boc-QGR-AMC fluorogenic substrate, 2 h; inhibition, % at 5 µM; 220,000 tested, 0.3% active; in the data active = inhibition above about 40%;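 also: 0% = enzyme with no compound and 100% = blank without enzyme; many of its hits are not listed in these tables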
Target sequence (P00748 20-372 limits assumed): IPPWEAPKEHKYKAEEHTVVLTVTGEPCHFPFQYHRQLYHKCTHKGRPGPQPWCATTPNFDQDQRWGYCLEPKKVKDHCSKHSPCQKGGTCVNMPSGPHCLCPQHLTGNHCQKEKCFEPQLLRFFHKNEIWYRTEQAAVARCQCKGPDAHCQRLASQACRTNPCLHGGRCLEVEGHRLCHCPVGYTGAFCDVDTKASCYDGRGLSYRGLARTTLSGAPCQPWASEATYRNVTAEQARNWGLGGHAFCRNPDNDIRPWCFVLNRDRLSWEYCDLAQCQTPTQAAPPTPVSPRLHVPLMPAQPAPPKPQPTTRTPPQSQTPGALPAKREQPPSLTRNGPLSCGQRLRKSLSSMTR
Target sequence (P00748 373-615 limits assumed): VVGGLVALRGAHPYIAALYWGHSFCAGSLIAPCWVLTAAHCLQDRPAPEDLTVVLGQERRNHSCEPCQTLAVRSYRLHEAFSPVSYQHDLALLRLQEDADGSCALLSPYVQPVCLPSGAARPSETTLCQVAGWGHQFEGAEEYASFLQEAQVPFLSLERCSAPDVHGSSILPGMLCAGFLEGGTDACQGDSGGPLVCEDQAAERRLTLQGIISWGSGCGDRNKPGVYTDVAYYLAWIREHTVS
14-3-3 Bad PPI = disrupts binding of bovine 14-3-3 zeta to phospho-Bad peptide; P63103; TR-FRET 14-3-3zeta/Dy647-pBad peptide displacement, 1 h; inhibition, % at 21.7 µM; 220,000 tested, 0.71% active;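 active = inhibition above about 70%, limit read from the data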;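 also: 0% = full 14-3-3 plus peptide FRET controls and 100% = background without 14-3-3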
Target sequence (P63103 whole entry, looked up): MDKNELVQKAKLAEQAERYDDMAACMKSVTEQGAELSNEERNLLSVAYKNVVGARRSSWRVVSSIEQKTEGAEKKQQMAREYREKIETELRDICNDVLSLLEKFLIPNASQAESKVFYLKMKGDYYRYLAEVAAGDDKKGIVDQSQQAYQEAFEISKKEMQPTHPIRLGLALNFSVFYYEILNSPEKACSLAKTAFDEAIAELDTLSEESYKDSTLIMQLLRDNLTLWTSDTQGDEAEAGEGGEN
Wee1 degr inh = blocks degradation of human Wee1 kinase. P30291. HeLa Luc-Wee1K328M stability, luciferase luminescence; 100% = proteasome inhibitor MG132 effect. reporter increase, % at 5 µM. 220,000 tested, 1.2% active;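 active = activation above the mean of all tested compounds plus 3 SD, set per screening run, cut at about 8.8% in these data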;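 also: cells exposed to compound for 20 h before luminescence read; 0% = DMSO alone and 100% = MG132 at 30 µM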
KLK5 inh = blocks human kallikrein 5 protease activity | Q9Y337 | AID 873 | recombinant hK5, fluorogenic AMC substrate cleavage | 210,000 tested, 0.59% active | inhibition, % at 5 µM;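 active = inhibition of 40% or more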;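 also: 0% = enzyme controls without compound and 100% = no-enzyme blanks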
Target sequence (Q9Y337 67-293 limits assumed): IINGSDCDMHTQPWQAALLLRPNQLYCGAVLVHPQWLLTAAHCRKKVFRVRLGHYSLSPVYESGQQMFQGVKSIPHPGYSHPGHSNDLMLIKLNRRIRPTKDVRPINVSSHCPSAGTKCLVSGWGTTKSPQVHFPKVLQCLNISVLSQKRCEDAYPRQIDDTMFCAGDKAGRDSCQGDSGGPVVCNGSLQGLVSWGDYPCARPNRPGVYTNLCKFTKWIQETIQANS
Runt-SMMHC FRET = inhibitors of human RUNX1 Runt domain binding to CBFb-SMMHC; AID 1434; Cerulean-Runt/Venus-CBFb-SMMHC FRET ratio 530/480, 1 h; inhibition, % at 20 µM; 220,000 tested, 0.74% active; Q01196+Q13951;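 active = mean inhibition across duplicate retests at 20 µM reaching about 50%, limit read from the data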;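 also: 0% = DMSO wells and 100% = wells with excess untagged CBFb-SMMHC; inhibitors lower the FRET ratio by blocking Runt binding to CBFb-SMMHC; some results filed as inactive read as strong as hits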
FXIa inh 1536 = blocks human coagulation factor XIa protease activity; P03951; AID 798; inhibition, % at 5 µM; purified FXIa, Boc-Glu-Ala-Arg-AMC fluorogenic substrate; 220,000 tested, 0.14% active;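 active = inhibition of at least 40%; inactive = inhibition below 40%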;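 also: fluorescence of freed AMC excited at 355 nm; 0% = enzyme without compound and 100% = no enzyme blank; many of its hits are not listed in these tables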
* marks the source's active call; other numbers are inactive results; nt = not tested or not shown; [ ] = remark or other dose.

SMILES	Runt-CBFb FRET	Thrombin inh	Hck Nef HTS	FXIIa inh	14-3-3 Bad PPI	Wee1 degr inh	KLK5 inh	Runt-SMMHC FRET	FXIa inh 1536
N#Cc1nc(-c2cccs2)oc1NCc1ccco1	1	0	1	1	3	0	-91	6	1
COC(=O)c1ccccc1NC(=O)COC(=O)c1cccnc1	0	-11	0	1	-8	2	-17	-1	-9
C/C=C/C(=O)Nc1ccc(N2CCN(c3ccc(C(F)(F)F)cn3)CC2)nc1	-2	3	27	14	1	3	1	3	2
CCOc1ccc(C(CC(=O)O)NC(=O)C(Sc2ccccc2)c2ccccc2)cc1 (centres undefined)	-2	3	5	2	48	1	-11	-1	1
C=CCN(CC=C)CC(O)Cn1c2ccccc2c2ccccc21 (centres undefined)	-3	0	-1	6	-7	4	-1	-3	-2
COC(=O)c1ccc(/C=N/NC(=S)NC(C)C)cc1	0	3	18	10	4	-1	2	-5	6
O=C(NCc1ccc(Cl)cc1)c1noc2c1CCCCC2	-1	-5	-1	12	-6	0	15	-2	6
Cc1ccc(-c2nn(CC(=O)N(C)C)c(=O)c3ccccc23)cc1S(=O)(=O)N(C)C	4	3	-2	11	-2	-2	2	-4	2
O=C(NC1CCCCCCC1)c1cc(-c2ccccn2)nc2ccccc12	-2	nt	25	5	-7	0	-3	-1	0
COC(=O)Cc1[nH]nc2c1C1(CCSCC1)C(C#N)=C(N)O2	-1	-1	-1	6	4[fluorescence artefact?]	-1	3	1	3
CC(C(=O)NCC1CCCO1)n1cccc1C(=O)c1ccccc1 (centres undefined)	-2	1	3	14	5	-2	-28	-3	4
CC(C)Cc1ccc(C(C)C(=O)N2CCOCC2)cc1 (centres undefined)	-1	0	2	-6	-8	1	-7	-1	-11
COC(=O)c1ccc(NC(=O)CCS(=O)(=O)c2ccc(Br)cc2)cc1	-1	-1	23	6	-2	1	-3	2	3
COc1cc(OC)cc(-c2cc3nc(C)c(CCC(=O)O)c(C)n3n2)c1	0	-1	18	15	66	-1	-2	-6	3
COc1cc(Cl)c(C)cc1NC(=O)CCCn1c(=O)oc2ccccc21	0	6	2	19	15[fluorescence artefact?]	0	-1	-2	13

One compound at a time, from the list above:
COC(=O)c1ccc(NC(=O)CCS(=O)(=O)c2ccc(Br)cc2)cc1 is listed as Runt-CBFb FRET = -1; Thrombin inh = -1; Hck Nef HTS = 23; FXIIa inh = 6; 14-3-3 Bad PPI = -2; Wee1 degr inh = 1; KLK5 inh = -3; Runt-SMMHC FRET = 2; FXIa inh 1536 = 3
COC(=O)Cc1[nH]nc2c1C1(CCSCC1)C(C#N)=C(N)O2 is listed as Runt-CBFb FRET = -1; Thrombin inh = -1; Hck Nef HTS = -1; FXIIa inh = 6; 14-3-3 Bad PPI = 4[fluorescence artefact?]; Wee1 degr inh = -1; KLK5 inh = 3; Runt-SMMHC FRET = 1; FXIa inh 1536 = 3

Carrying on.
SMILES	Runt-CBFb FRET	Thrombin inh	Hck Nef HTS	FXIIa inh	14-3-3 Bad PPI	Wee1 degr inh	KLK5 inh	Runt-SMMHC FRET	FXIa inh 1536
CCO/C(C)=N/n1c2nc3ccccc3nc2c2c(=O)n(Cc3ccccc3Cl)c(C)nc21	-2	1	5	8	6	-3	8	5	4
Cc1nc(Cl)sc1C(=O)Nc1ccc(Cl)cc1	-2	-1	4	4	-2	-1	5	-2	3
CCCCN1C(=O)/C(=C2/C=CC=CN2C)SC1=S	8	-6	9	11	-17	-1	-2	-5	3
CC(=O)Nc1ccc(S(=O)(=O)N(C)CC(=O)NC2=NCCS2)cc1	-5	2	0	-1	2[fluorescence artefact?]	-2	4	-2	-2
CCCCC(=O)Nc1ncc2c(n1)CC(C)(C)CC2=O	0	0	2	-5	-5[fluorescence artefact?]	-2	-3	-1	-7
Cc1nnc(SCc2ccccc2C#N)n1-c1ccccc1	3	5	5	12	6[fluorescence artefact?]	7	-7	-1	2
Cc1cccc2nc(CSc3nc4ccc([N+](=O)[O-])cc4[nH]3)cn12	2	-5	15	1	-1	-2	-76	-4	0
Cc1ccccc1N1C(=O)[C@@H]2Cc3ccccc3CN2C1=O	1	-1	0	11	3	1	-17	-2	2
CC(OC(=O)CNC(=O)c1ccc2c(c1)OCO2)C(=O)NCCC1=CCCCC1 (centres undefined)	0	-12	-1	7	30	-3	-19	2	-1
Cc1nc2cccc(C)n2c(=O)c1Cl	1	4	2	20	3	-2	-2	0	6
COc1ccccc1CC1(C)NC(=O)N(CC(=O)N2CC(C)OC(C)C2)C1=O (centres undefined)	0	2	1	0	16[fluorescence artefact?]	0	-14	1	0
CC1CCC(NC(=O)COc2ccc(C(=O)c3ccccc3)cc2)CC1 (centres undefined)	-4	-5	0	8	9[fluorescence artefact?]	3	-6	-49	18
CN(CC(=O)Nc1nc2ccccc2s1)S(=O)(=O)c1ccc(Cl)cc1	1	1	-2	13	-9	0	-25	-3	-6
COc1ccc(/C=C(/NC(=O)c2ccc(C)cc2)C(=O)NCC2CCCO2)cc1 (centres undefined)	0	2	-3	9	-6	-2	2	2	-3
O=C(Nc1ccc(Cl)cc1Cl)c1csc(-c2cccnc2)n1	4	2	25	7	21	-2	3	3	4
CCOC(=O)CSc1ncc(-c2cccc(Cl)c2)cn1	-1	-18	3	-2	6	-3	6	-2	8
CC(c1ccco1)N(C(=O)c1ccccc1NS(=O)(=O)c1ccc(Cl)cc1)c1ccccn1 (centres undefined)	2	4	1	-2	-10[fluorescence artefact?]	-1	-8	0	5
C=CCOc1c(Br)cc(C2NC(=O)NC(C)=C2C(C)=O)cc1OCC (centres undefined)	0	6	2	15	-9[fluorescence artefact?]	-2	-2	-1	2
C=CCOC(=O)C1=C[C@@H](c2coc3ccccc3c2=O)C[C@@H](OCc2ccc(CO)cc2)O1	1	-2	12	9	1	2	8	-4	5
O=C(c1ccncc1)N1CCN(C(=O)c2ccncc2)CC1	1	-3	0	9	14	0	0	-2	5
Cc1ccc(NCc2ccncc2)c(Br)c1	2	-11	23	4	36	-1	1	-7	-6
Cn1cccc1C(=O)OCC(=O)Nc1ccc2c(c1)OCO2	-1	-6	22	6	-11	2	-6	0	-8
COCc1cc(=O)n2[nH]c(C(C)(C)C)cc2n1	9	7	-13	10	-2	6	-7	2	8
COc1cc(OC)c2c(c1)C(=O)OC2OC (centres undefined)	2	-10	14	4	2	-2	-2	-5	-1
COC(=O)NCC1(C)CC(NC(=O)OC)CC(C)(C)C1 (centres undefined)	1	-6	1	0	-1	4	23	-5	-9
CCn1c(-c2csc3c2CCCC3)n[nH]c1=S	6	-3	8	6	-17	3	-14	15	6
O=S(=O)(NCc1ccccc1)c1ccc(S(=O)(=O)N(Cc2ccccn2)Cc2ccco2)cc1	0	-1	1	3	-1	1	0	-2	1
Cc1c(NC2=CC(=O)CC(C)(C)C2)ccc([N+](=O)[O-])c1C	-2	-8	3	1	-3	-1	-11	-1	-5
Cc1ccc(Nc2nc(Cl)c(C=O)s2)cc1Cl	0	-2	26	4	-20	0	-6	-4	-5
Cc1cc(C(=O)O)ccc1-c1ccc(CO)o1	7	-8	-18	4	2	2	-1	2	-4
O=C(O)c1cncc(C#CCC2CCCCC2)c1	0	-7	-1	0	2	3	-4	-14	0
Cc1nc2ccc(NC(=O)c3sccc3C)cc2s1	-1	-2	-2	15	23	2	3	-4	0
CCS(=O)(=O)N1CCCC(C(=O)NC2CCCCC2)C1 (centres undefined)	-2	-1	1	11	2	-1	4	-4	2
CCO[C@@H]1OC(C(=O)NCc2nc3ccccc3[nH]2)=C[C@H](C2CC2)[C@H]1CCCO	-2	-1	-9	7	2	7	1	-6	2
Cc1ccc(/C=N/Nc2nc(C)cc(C)n2)cc1	0	-5	5	7	-1	-4	-1	1	0
Cc1cc(NS(=O)(=O)c2ccc(NC(=O)CSc3nc4ncc(Cl)cc4[nH]3)cc2)nc(C)n1	2	2	2	12	5	0	-1	-2	-2
CCCN(CCC)S(=O)(=O)c1ccc(C(=O)O)cc1	2	3	2	6	-6	2	-11	5	4
O=C(CN1C(=O)C2CC=CCC2C1=O)Nc1nc2ccccc2[nH]1 (centres undefined)	-1	-2	1	14	8	-4	-4	1	2
O=C(CO/N=C1\CCCc2nonc21)Nc1ccccc1Cl	0	0	2	14	-6	2	-1	-4	2
O=S(=O)(Cc1ccccc1Cl)NCc1ccccc1	-3	8	5	9	-13	-1	30	1	-4
Clc1ccc(C2=Nn3c(nnc3-c3cccnc3)SC2)s1	-1	-7	0	1	4	-1	20	8	-3
Cc1nc(SCC(=O)Nc2ccnc3ccccc23)n[nH]1	2	2	-2	11	-4	2	8	-3	1
COc1ccc(N2C(=O)CC(N3CCC(O)(c4ccc(Br)cc4)CC3)C2=O)cc1 (centres undefined)	-4	2	0	17	4	-1	1	1	6
COC(=O)C1=C(N)c2c(F)cccc2C1(C#N)c1ccc(F)cc1 (centres undefined)	8	0	1	18	11	1	1	2	7
Cc1ccc(C(=O)NC(=S)NNC(=O)COc2ccccc2C)cc1	14	-2	-4	7	-24	1	-5	9	1
Cc1ccccc1OCc1nnc(SCC(=O)Nc2ccc3c(c2)OCO3)n1C	0	-2	0	20	3	0	-25	8	22
NC(=O)Cn1c(=O)n(Cc2ccco2)c(=O)c2c3c(sc21)CCCCC3	17	6	0	7	-4	1	-13	20	5
O=C1C(=O)N(C2CCCC2)C(=O)N1Cc1c(F)cccc1Cl	-2	5	14	21	-5	0	4	1	13
O=C(/C=C/c1cccnc1)c1ccccc1O	2	0	32	10	9	0	1	0	2
COc1cccc(NC(C(=O)Nc2cccc(C(C)=O)c2)c2ccccc2)c1 (centres undefined)	-1	3	-1	54*	-3[fluorescence artefact?]	-1	9	2	-5
O=C(Nc1ccccc1F)c1ccccc1-c1ccc(C(F)(F)F)cc1	-4	-11	2	2	1	-1	-19	6	-1
Cc1cc(=O)n2c(n1)SCOC2	1	5	-4	43*	0	2	35	-1	21
N/C(=N\OC(=O)c1ccc(F)cc1)c1ccccc1	-1	-2	0	28	4[fluorescence artefact?]	1	-9	-2	10
CCc1ccccc1NC(=S)NN	5	-11	22	6	-4	0	-3	3	-4
O=C(c1cc(-c2ccc(Cl)c(Cl)c2)on1)N1CCN(c2ccccc2)CC1	0	-1	1	4	-4	1	-15	1	-1
CCc1ccc2c(COC(=O)c3n[nH]c4ccccc34)cc(=O)oc2c1	0	3	0	2	7	-2	10	5	3
COC(=O)NNC(=O)c1ccccc1C	2	-2	4	1	4	-2	-6	-1	-6
Cc1ccc(CNC(=O)c2cc(C)nn2-c2ccccc2)cc1	2	-6	-5	9	-10	3	1	0	1
Cc1ccc(O)c(CNc2cccc3cccnc23)c1	8	-8	22	7	-25	-3	3	-2	0
Cc1ccc2nc(SC(C)C(=O)N3CC(C)OC(C)C3)[nH]c2c1 (centres undefined)	1	-5	15	9	-1	-3	4	51	3
CCc1ccc(S(=O)(=O)NCCc2cn3cccc(C)c3n2)s1	0	-12	18	9	-7	2	-2	3	-6

Compound activity: PubChem BioAssay, several laboratories

Outcome played no part in choosing rows; 4.2% or so of the library scored in one or more.
